Fluorescein fluor: compound autofluorescence in fluorescein spectral region; max fluorescein-equivalent concentration, M; 59,000 tested, 0.91% active; Compound autofluorescence, 480/540 nm, fluorescein-equivalent; active compounds read high; in the data active = max fluorescein-equivalent concentration above about 10 nM; inconclusive = between about 1.1 nM and that limit
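Values reflect compound autofluorescence, normalized to fluorescein on the same plate and reported at each tested concentration. Conditions: 100 mM Tris pH 8.0, room temperature, 15 min, excitation 480 nm, emission 540 nm.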
BRCT inh green: blocks human BRCA1 BRCT binding to phosphopeptide, green readout; P38398; BRCA1 BRCT-phosphopeptide binding, green fluorescence polarization; Potency, µM (titrated, usually from 76.9 µM), for inactives: at the highest dose activity change, negative = inhibition, usual class: inhibitors; 75,000 tested, 0.05% active; AID 875;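 note: potency is the fitted concentration of half-maximal effect; plate controls were peptide without protein for full effect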
Target sequence (P38398 whole entry, looked up): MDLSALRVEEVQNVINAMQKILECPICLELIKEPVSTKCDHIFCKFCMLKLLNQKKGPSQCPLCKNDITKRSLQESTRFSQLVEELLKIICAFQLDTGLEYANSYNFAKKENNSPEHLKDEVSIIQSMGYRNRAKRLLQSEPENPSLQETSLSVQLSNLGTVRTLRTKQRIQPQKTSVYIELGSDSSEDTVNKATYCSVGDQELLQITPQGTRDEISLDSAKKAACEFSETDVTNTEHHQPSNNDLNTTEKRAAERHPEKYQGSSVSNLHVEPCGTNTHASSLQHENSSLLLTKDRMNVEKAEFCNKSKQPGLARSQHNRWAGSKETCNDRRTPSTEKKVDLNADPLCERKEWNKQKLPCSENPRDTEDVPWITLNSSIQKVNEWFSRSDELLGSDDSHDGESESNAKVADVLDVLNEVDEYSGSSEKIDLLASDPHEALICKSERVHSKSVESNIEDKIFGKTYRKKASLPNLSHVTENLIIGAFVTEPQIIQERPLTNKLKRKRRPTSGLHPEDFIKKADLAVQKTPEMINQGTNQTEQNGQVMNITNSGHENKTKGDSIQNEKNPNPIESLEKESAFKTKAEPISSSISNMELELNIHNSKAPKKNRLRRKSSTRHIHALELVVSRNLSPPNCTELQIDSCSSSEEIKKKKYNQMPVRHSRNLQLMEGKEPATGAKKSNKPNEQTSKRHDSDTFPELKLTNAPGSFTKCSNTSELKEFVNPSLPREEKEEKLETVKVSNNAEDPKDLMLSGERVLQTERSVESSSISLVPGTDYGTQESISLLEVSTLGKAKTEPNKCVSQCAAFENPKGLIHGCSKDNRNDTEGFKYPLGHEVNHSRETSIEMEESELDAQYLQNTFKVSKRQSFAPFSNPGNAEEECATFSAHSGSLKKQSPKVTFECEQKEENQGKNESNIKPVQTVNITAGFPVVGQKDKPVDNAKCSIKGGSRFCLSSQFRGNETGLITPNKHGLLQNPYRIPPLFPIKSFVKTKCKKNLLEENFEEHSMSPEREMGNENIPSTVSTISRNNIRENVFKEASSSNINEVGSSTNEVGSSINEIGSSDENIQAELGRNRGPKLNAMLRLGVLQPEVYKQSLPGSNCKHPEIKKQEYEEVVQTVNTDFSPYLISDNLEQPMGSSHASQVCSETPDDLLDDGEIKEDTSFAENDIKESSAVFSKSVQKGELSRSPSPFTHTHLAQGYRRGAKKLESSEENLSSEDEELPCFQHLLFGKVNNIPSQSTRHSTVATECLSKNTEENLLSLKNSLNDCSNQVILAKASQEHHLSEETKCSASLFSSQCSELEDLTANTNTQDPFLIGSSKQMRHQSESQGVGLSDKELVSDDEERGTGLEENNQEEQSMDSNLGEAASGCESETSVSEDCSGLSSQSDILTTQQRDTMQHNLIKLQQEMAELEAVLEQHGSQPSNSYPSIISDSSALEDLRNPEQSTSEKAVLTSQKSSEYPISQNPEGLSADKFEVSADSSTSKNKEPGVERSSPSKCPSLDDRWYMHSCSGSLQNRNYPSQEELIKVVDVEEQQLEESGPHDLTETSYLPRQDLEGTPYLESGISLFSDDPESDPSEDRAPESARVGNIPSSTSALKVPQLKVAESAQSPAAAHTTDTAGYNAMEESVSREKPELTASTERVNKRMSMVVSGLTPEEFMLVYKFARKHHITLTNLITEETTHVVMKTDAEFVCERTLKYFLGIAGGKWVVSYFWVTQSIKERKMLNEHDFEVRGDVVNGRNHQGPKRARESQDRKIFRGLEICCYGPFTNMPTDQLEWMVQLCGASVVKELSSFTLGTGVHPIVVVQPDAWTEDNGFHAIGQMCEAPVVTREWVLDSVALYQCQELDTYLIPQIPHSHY
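Compounds were incubated for 12 min at room temperature with a complex of 100 nM fluorescein-tagged pBACH1 decapeptide and 250 nM His-tagged BRCT protein. Buffer was phosphate pH 7.3 with EDTA, DTT and Tween 20. Disruption of binding lowers the polarization signal.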
Casp1 inh: caspase-1 (human) inhibition, allosteric or competitive; P29466; Caspase-1 enzyme, Ac-WEHD-AFC fluorogenic rate; Potency, µM (titrated, usually from 57.5 µM), for the others: at the top dose activity change, negative = inhibition, usual class: inhibitors; 75,000 tested, 0.03% active; AID 900;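 note: potency is the fitted concentration of half-maximal effect; plate controls were vehicle for no effect and no substrate for full effect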
A350 autofl: compounds fluorescent in Alexa 350 spectral region | Compound autofluorescence, 340/450 nm, Alexa 350 dye-equivalents; active compounds read high | max dye-equivalent concentration, M | 59,000 tested, 11% active; in the data active = max dye-equivalent concentration above about 10 nM; inconclusive = mostly about 1.1 nM to 9.6 nM
Casp7 inh: blocks human caspase-7 allosterically or competitively; P55210; recombinant caspase-7, Ac-DEVD-AFC fluorescence rate; Potency, µM (series often up to 57.5 µM), inactives show at the top dose activity change, negative = inhibition, actives largely listed as inhibitors; 75,000 tested, 0.02% active; active = well fitted inhibition curve with a large enough effect in the main read-out, with a control signal flat, not every such curve was filed as active; inconclusive = small, poorly fitted or top-dose-only effect, or a change in a side signal; note: potency is the fitted concentration of half-maximal effect; % of control where 0% means no effect
BRCT PPI red: inhibitors of human BRCA1 BRCT-phosphoprotein interaction (red fluorophore). P38398. BRCT-phosphopeptide binding, red fluorescence polarization. Potency, µM (doses to about 76.9 µM), inactives show top-dose activity change, negative = inhibition, most hits filed as inhibitors. 75,000 tested, 0.03% active; note: % is set by controls: 0 for no effect and ±100 for the full control effect
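Rhodamine-labelled pBACH1 10-mer (100 nM) bound to BRCT domain (100 nM) at pH 7.3; compounds incubated 12 min room temperature, polarization read. Free peptide defines full inhibition; unlabelled decapeptide titrated as control.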
GFP derepression: epigenetic modulators derepressing GFP locus in mouse cells. mouse C127i GFP locus derepression, cytometry, 30 h. 68,000 tested, 0.09% active. AID 597. Potency, µM (doses to about 46.1 µM), without a hit: at the highest dose GFP derepression (activation); note: % of control where 0% means no effect
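Read-out is the number of GFP-positive cells, scored as fluorescent objects 20 to 120 um wide, reflecting derepression of a silenced CMV-GFP reporter in murine C127i cells after 30 h compound exposure at 37 C.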
USP2a inh: USP2a (human) protease inhibition. O75604. USP2a enzymatic assay, qHTS inhibition. Potency, µM (series often up to 38.3 µM), for the others: top-dose activity change, negative = inhibition, most hits filed as inhibitors. 60,000 tested, 0.1% active. AID 927;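 note: potency is the fitted concentration of half-maximal effect; nearly all actives have a fitted effect of over 60% in size; plate controls were DMSO for no effect and NEM full inhibition control for full effect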
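USP2 core (20nM final) preincubated 30 min RT with compound, then Ub-PLA2 20nM and NBD C6-HPC 20uM final added; buffer 20mM Tris-HCl pH 8.0, 2mM CaCl2. Fluorescence Ex 460/Em 535 read at 0 and 2.5 h; normalized to NEM.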
HEK293 cAMP cs: counter-screen for TSHR agonists: cAMP increase in parental HEK293. parental HEK293 CNG cAMP sensor, membrane potential fluorescence. Potency, µM (top dose mostly 57.1 µM), for the others: at the highest dose activation, usual class: activators. 73,000 tested, 2.5% active. AID 938; note: potency is the fitted concentration of half-maximal effect; % of control where 0% means no effect; nearly all actives have a fitted effect of over 55% in size
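Parental HEK 293 cells stably expressing a cAMP-gated CNG channel were loaded with membrane potential dye containing 100 uM RO 20-1724 for 60 min. Compound added for 30 min; depolarization read as fluorescence intensity at 590 nm.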
4MU fluor: compounds fluorescent in 4-MU spectral region; 59,000 tested, 11% active; AID 589; max dye-equivalent concentration, M; compound autofluorescence, 340/450 nm, 4-MU equivalents; active compounds read high; in the data active = max dye-equivalent concentration above about 10 nM; inconclusive = mostly about 1.1 nM to 9.6 nM
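Intrinsic fluorescence at 340/450 nm (ex/em) was read after 15 min at room temperature in pH 8.0, 100 mM Tris. Each compound concentration expressed as 4-MU-equivalent concentration from a six-point 4-MU standard series on each plate.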
UbGFP stabilizer: proteasome inhibitors stabilizing ubiquitin-GFP reporter. 67,000 tested, under 10 active. Potency, µM (top dose mostly 45.9 µM), for inactives: at the highest dose activation (GFP accumulation), actives largely listed as activators. Ubiquitin-GFP reporter cells, proteasome inhibition, GFP fluorescence; response scale: untreated = 0%, 10 µM MG-132 = 100%. AID 526; active = well fitted activation curve with a large enough effect, not every such curve was filed as active; inconclusive = small, poorly fitted or top-dose-only effect, or another doubt; inactive = no such curve, though single readings can be large or run the other way; note: potency is the fitted concentration of half-maximal effect
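U2OS cells expressing ubiquitin(G76V)-GFP, seeded overnight in 0.5% FBS medium, then treated 4 hr at 37 C across 46 uM to 2.9 nM. GFP-positive cells counted by laser cytometry (488 ex/515 em); %activity scaled between basal and 10 uM MG-132.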
Active calls of the source: *; i = inactive; ? = inconclusive; nt = not tested or not shown; [ ] = remark or other dose. Unless noted, calls come from the whole dose curve; as a rule, active = well fitted curve in the direction sought with a large enough effect; inconclusive = small, poorly fitted or top-dose-only effect, or another doubt; inactive = no such curve, though single readings can be large; an effect the other way counts as inactive or inconclusive. These rows are one share of the data. The share of hits here may be higher or lower than overall.

Value order – Fluorescein fluor	BRCT inh green	Casp1 inh	A350 autofl	Casp7 inh	BRCT PPI red	GFP derepression	USP2a inh	HEK293 cAMP cs	4MU fluor	UbGFP stabilizer
> CN1CCN(Cc2cc(COCc3ccccc3)c3cccnc3c2O)CC1
    i	-0.3%	-1%	?	-1%	1.7%	6.3µM*	23%	7%	i	-8%
> CCN(CC)c1nc(Nc2ccc(Cl)cc2)nc(OCC#N)n1
    i	0.1%	-3%	i	-2%	0.2%	1%	0%	15%	i	1%
> N#Cc1nc(COc2ccc(Cl)cc2Cl)oc1N1CCN(c2ccccc2)CC1
    ?	-6.7%	-4%	?	-2%	-0.3%	5%	4%	?	i	-3%
> Cc1c(C#N)c2ncnc(N)c2n1-c1ccccc1
    ?	-2.1%	1%	i	1%	-4.8%	7%	-4%	5%	i	10%
> Cc1nc2ccccc2c(=O)n1/N=C/c1cccnc1
    nt	-2.5%	-2%	nt	1%	-0.9%	0%	6%	3%	nt	8%
> O=C(CSc1nnc(Cc2cccs2)n1-c1ccccc1)NC1CCCCC1
    i	1.5%	-16%	?	-16%	1.0%	0%	18%	?	?	1%
> Cc1noc(C)c1COC(=O)CCCc1c[nH]c2ccccc12
    i	2.5%	-3%	i	-5%	0.2%	-2%	23%	?	i	-2%
> CO[C@@H]1COC(=O)[C@@H](C)NC(=O)C/C=C\[C@@H](C)[C@H](NS(=O)(=O)c2ccc(C)cc2)COC(=O)[C@H](C)NC(=O)C/C=C\[C@H]1C
    nt	-0.1%[15.4 µM]	2%[11.5 µM]	nt	0%[11.5 µM]	0.8%[15.4 µM]	nt	nt	-1%[11.4 µM]	nt	nt
> COc1ccc(CNC(=O)CSc2nnc(C)s2)cc1
    nt	1.4%	0%	nt	0%	1.7%	0%	-3%	5%	nt	2%
> COCCOC(=O)C1=C(C)N=C2SCCC(=O)N2C1c1cc(Br)ccc1OC (stereo not drawn)
    i	-1.5%	-4%	i	-2%	-0.8%	0%	16%	5%	i	6%
> Fc1cccc(Cl)c1CSc1nnnn1-c1ccc2c(c1)OCO2
    nt	-0.2%	-1%	nt	-3%	-0.7%	6%	-12%[7.66 µM]	?	nt	?
> CN(CCNC(=O)C1(O)c2ccccc2NC(=O)N1c1ccccc1)Cc1ccccc1 (stereo not drawn)
    i	-1.2%	0%	i	2%	-0.5%	4%	4%	30%	i	6%
> O=C1C[C@@H](c2ccc(O)cc2)Oc2cc(O)cc(O)c21
    ?	-1.7%[34.4 µM]	-2%[25.7 µM]	i	0%[25.7 µM]	3.7%[34.4 µM]	0%[9.22 µM]	2%[17.1 µM]	-12%	i	-3%
> CCN1C(=O)[C@@H]2[C@H]3C(=CC[C@@H]2C1=O)C1(OCCCO1)[C@H]1O[C@@H]1[C@H]3O
    nt	-1.0%[15.4 µM]	-2%[11.5 µM]	nt	-3%[11.5 µM]	0.9%[15.4 µM]	nt	nt	-3%[11.4 µM]	nt	nt
> Cn1c(SCc2nc3ccccc3[nH]2)nnc1-c1ccccn1
    ?	0.0%	-3%	?	-1%	-1.1%	0%	10%	5%	i	11%
> COc1ccc(N/C=C2/CCCCC2=O)cc1
    ?	-0.6%	-2%	?	-2%	-0.1%	2%	0%	4%	?	1%
> O=c1[nH]cnc2cc(Cl)ccc12
    ?	-3.0%	0%	i	2%	0.1%	-1%	-7%	13%	i	-6%
> Cn1nc(C(=O)NC2CCCCCC2)ccc1=O
    i	-0.2%	-1%	?	1%	0.3%	1%	-3%	13%	i	0%
> O=c1c(Cc2ccccc2O)c(O)nc2n1CCCS2
    nt	-1.5%	-1%	nt	0%	-0.6%	3%	nt	-5%	nt	-3%
> CN(CC(=O)N1CCc2ccccc21)S(=O)(=O)c1cccc2cccnc12
    nt	0.7%	-1%	nt	-2%	-0.6%	-4%	nt	2%	nt	-9%
> CC(=O)Nc1ccc(Oc2nc(C)cc(C)n2)cc1
    i	-2.4%	-1%	i	2%	0.7%	0%	3%	7%	i	5%
> CCC[C@H]1C(=O)N2C(N(C)C)=Nc3ccc(C)cc3N2C1=O
    ?	-1.3%[34.4 µM]	-1%[25.7 µM]	i	-1%[25.7 µM]	-0.4%[34.4 µM]	2%[20.6 µM]	-7%[17.1 µM]	-4%[25.6 µM]	i	-2%[20.5 µM]
> COc1ccc(S(=O)(=O)NCC(c2cccnc2)N2CCN(c3ccccc3)CC2)cc1C (stereo not drawn)
    i	4.5%	-3%	i	-2%	0.6%	0%	33%[activator]	3%	i	4%
> COc1ccc(N2C(=O)CCC(C(=O)NCc3ccccn3)C2c2ccc(OC)c(OC)c2)cc1 (stereo not drawn)
    ?	0.1%	-2%	i	0%	-0.7%	10%	1%	18%	i	3%
> Cc1ccc(CN(C(=O)Cn2nnc3ccccc32)C(C(=O)NCc2ccco2)c2cccs2)cc1 (stereo not drawn)
    ?	1.4%	-4%	i	6%	0.2%	0%	25%	?	i	0%
> CCOC(=O)c1[nH]cnc1C(=O)NC1CCCCC1
    ?	-0.2%	1%	i	0%	0.0%	0%	2%	-2%	i	-5%
> COc1ccc(F)cc1S(=O)(=O)NC(Cc1ccccc1)C(N)=O (stereo not drawn)
    i	-0.5%	3%	i	0%	-0.7%	2%	3%	-6%	i	4%
> Nc1cc(N)c(OCC(F)(F)F)cc1OCC(F)(F)F
    ?	-2.3%	?	1.1e-08M*	-28%	-4.7%	2%	47%[activator]	-9%	?	-4%
> Cc1noc(C)c1-c1nc(N2CCNCC2)c2ccccc2n1
    i	-1.3%	-1%	i	2%	-2.0%	-3%[9.22 µM]	-17%	21%	i	4%
> O=C(c1ccc(C23CC4CC(CC(C4)C2)C3)o1)N1CCOCC1
    ?	-0.1%	0%	?	1%	-2.5%	4%	11%	19%	i	-1%
> COc1ccc(OCCC(=O)N2CCCCC2)cc1
    ?	-1.0%	-2%	i	1%	1.2%	2%	9%	1%	i	-9%
> O=C(CCCN1C(=O)c2ccccc2C1=O)Nc1ccccn1
    i	-2.1%	-1%	i	-2%	-1.2%	-3%	-3%	3%	i	-3%
> O=C(NCCc1ccc(Cl)cc1)C1CCN(S(=O)(=O)N2CCC3(CC2)OCCO3)CC1
    i	-0.5%	0%	i	1%	0.3%	-1%	9%	5%	i	4%
> O=C(Cn1cc(C(=S)N2CCOCC2)c2ccccc21)N1CCOCC1
    ?	-0.8%	2%	i	-3%	-1.7%	-2%	-15%	8%	i	6%
> Cc1cnc(CNc2cc(-c3ccccc3C)ncn2)cn1
    ?	-3.2%	-1%	i	0%	-0.2%	9%[9.22 µM]	-1%	12%	i	-2%
> CCCN1CCN(CCCNC(=O)Cn2nc(-c3ccc(Cl)cc3)ccc2=O)CC1
    i	0.8%	-4%	i	-1%	-1.2%	6%	5%	25%	i	-5%
> CCOc1ccc(N2C(=O)CC(NCc3ccc(F)cc3)C2=O)cc1 (stereo not drawn)
    i	1.0%	1%	i	-1%	1.2%	0%	-2%	7%	i	3%
> CC1CCCC(C)N1C(=O)CSc1nnc(C2CCCCC2)o1 (stereo not drawn)
    i	2.5%	-9%	i	-17%	-0.2%	2%	-2%	18%	i	-5%
> CC1CCN(S(=O)(=O)c2cn(CC(=O)N3CCN(C)CC3)c(=O)c3ccccc23)CC1
    ?	4.0%	2%	i	0%	0.0%	2%	24%	?	i	-1%
> O=C(CSc1nnc2scc(-c3ccccc3)n12)Nc1ccc2c(c1)OCCO2
    i	0.2%	2%	1.1e-08M*	-2%	-2.0%	3%	24%	10%	1e-08M*	-5%
> Cc1ccc(C)n1CCN1CCN(C(=O)CSc2nc3ccccc3nc2N2CCOCC2)CC1
    i	-0.3%	-8%	?	-6%	-0.1%	4%	34%[activator]	23%	?	-1%
> COc1ccccc1N1CCN(C(=O)CSc2nc3ncnc(N)c3[nH]2)CC1
    ?	-1.5%	-1%	?	-2%	-0.5%	-1%	?	0%	i	-7%
> COc1cc(C)c(-c2cc(C(=O)O)c(C)o2)cc1C(C)C
    ?	-0.2%	-2%	i	-2%	-0.1%	-3%	-22%	22%	i	-4%
> CCOC(=O)C(CCc1ccccc1)NC(C)C(=O)N1CCCC1C(=O)O (stereo not drawn)
    nt	-2.7%[3.08 µM]	-3%	nt	-6%	-0.8%	nt	-3%	nt	nt	nt
> CC(C)CCN1C(=O)c2ccc(C(=O)NCC3CCCO3)cc2C1=O (stereo not drawn)
    i	1.6%	0%	i	-1%	-0.7%	0%	24%	5%	i	-6%
> CCCc1cc(=O)[nH]c(SCC(=O)OCc2ccccc2)n1
    nt	-2.0%	-1%	nt	0%	-2.0%	0%	2%	25%	nt	3%
> COCCNC(=O)[C@@]1(C)C=C[C@@H](Cc2ccccc2)N1C(=O)c1ccccc1
    nt	-2.2%	-2%	nt	1%	-0.6%	nt	nt	31%	nt	nt
